Screening results: PubChem, Broad Institute
miR122 inh: miR-122 Renilla sensor signal increase in Huh7, primary screen, miR-122 inhibitor project, cell-based, single point, plate reader. 340,000 compounds, 0.3% hits. AID 602342, 2012. activation (reporter increase), % at 12.5 µM. Huh7 miR-122 Renilla luciferase sensor, 48 h; neutral wells = 0, positive control = 100;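 active = mean replicate activation score at least 90 and every replicate individually at or above 90; inconclusive = only one of the two criteria met; inactive = neither criterion met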;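 also: higher luciferase means less miR-122 activity so hits act as miR-122 inhibitors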
Cneo AK release: Cryptococcus neoformans cell lysis inducers, primary screen, AK release luminescence, single concentration. C. neoformans lysis, adenylate kinase release luminescence, 4 h; normalised: neutral wells 0, clomiphene wells 100. lysis activity, % at 15 µM. 360,000 compounds, 0.2% hits. AID 651654, 2012;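 active = mean lysis activity across replicates of at least 80%, whatever share of replicates individually reach that level; inactive = mean lysis activity below 80%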
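Test system: log-phase Cryptococcus neoformans yeast cells. Input: 5 × 10^6 yeast cells/mL. Medium: fresh YPD growth medium. Doses: single dose. Incubation: static 4 h at 37 °C with compound, 1 h detection. Measured by: luminescent adenylate kinase detection reagent. Read-out: signal increase indicating cell lysis. Benchmarks: Clomiphene.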
EWS-Fli inh: EWS/Fli-driven NR0B1 reporter inhibitors, primary screen, A673 cells, NR0B1 luciferase, luminescence, MLPCN library; inhibition, % at 12.6 µM; 350,000 compounds, 0.67% hits; viability-normalised; AID 651661, 2012;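 active = mean inhibition of at least 50% after viability correction, with every replicate also passing that limit; inconclusive = mean reaches 50% but only one of two replicates passes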;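 also: firefly luciferase signal divided by Alamar Blue viability fluorescence both relative to DMSO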
LGR2 antag: inhibitors of bursicon-induced LGR2 CRE-luciferase signal, primary screen, cell-based, HEK293, CRE-luciferase reporter, bursicon stimulation. Drosophila bursicon receptor LGR2 (rickets). inhibition, % at 9.99 µM. AID 720647, 2013. 380,000 compounds, 0.35% hits. bursicon-stimulated, 4 h;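 active = drop in luminescence signal, shown as inhibition above about 50% in the replicate tests, limit read from the data, passing the limit was not always enough; inconclusive = probably only some replicates passing the limit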;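 also: agonist challenge used bursicon conditioned medium at about half maximal strength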
FN deposition inh: inhibitors of fibronectin matrix deposition, primary screen, AH1F cells, Alexa488-fibronectin fluorescence, plate reader; AID 743247, 2014; AH1F fibroblasts, overnight; 350,000 compounds, 0.086% hits; inhibition, % at 12.6 µM;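 active = mean inhibition across replicates of 30% or more, regardless of how many single replicates reach that level; inconclusive = mean under 30% yet at least half of replicates reach 30%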;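 also: positive control wells lacked labelled fibronectin entirely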
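Material: AH1F fibroblast monolayer depositing Alexa488-labelled fibronectin into matrix / Amount: 10000 AH1F cells per well / Signal: fluorescence 485/525 nm / Medium: DMEM, 2% serum / Compound: single dose, pinned / Incubation: 1 h cell adhesion before compound, then overnight fibronectin incubation / Reagent: Alexa488-FN, 24 nM final / Read-out: inhibition of fibronectin deposition signal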
PGC1a acetyl inh: inhibitors of PGC1a acetylation signal, primary screen, cell-based, U2OS, AlphaScreen, inhibitor mode; AID 651687, 2012; 350,000 compounds, 0.17% hits; AlphaScreen anti-acetyl-lysine; with virally co-expressed GCN5 acetyltransferase; inhibition, % at 15.6 µM;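 active = every replicate shows inhibition of at least 40%; inconclusive = mean inhibition at least 40% but some replicate below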;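 also: 0% = neutral control wells and 100% = positive control wells; some results beyond the cut were filed as inactive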
PAX8 reporter: inhibitors of PAX8-driven TPO luciferase reporter, primary screen, RMG-I cells, single concentration; 360,000 compounds, 1.2% hits; SteadyGlo, 24 h; inhibition, % at 12.6 µM;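 active = mean replicate inhibition at least 60% with every replicate also reaching 60%; inconclusive = only one of the two criteria is met; inactive = mean below 60% and not all replicates reaching 60%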;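 also: luciferase light reporting Pax8 driven TPO promoter activity; plate controls were median of neutral control wells for no effect and mitoxantrone controls for full effect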
CASP6 VEID inh: human caspase-6 inhibitors, primary screen, biochemical, VEID-R110 fluorescence, single point, set 2 | purified caspase-6, Z-VEID-R110 cleavage fluorescence | 350,000 compounds, 0.53% hits | AID 686996, 2013 | inhibition, % at 12.5 µM;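 active = mean inhibition across replicates at least about 35%, with every replicate also reaching that limit, limit read from the data; inconclusive = only one of the two criteria met; inactive = neither criterion met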;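 also: 0% = median of neutral control wells and 100% = no fluorescence left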
Target sequence (P55212 24-179 limits assumed): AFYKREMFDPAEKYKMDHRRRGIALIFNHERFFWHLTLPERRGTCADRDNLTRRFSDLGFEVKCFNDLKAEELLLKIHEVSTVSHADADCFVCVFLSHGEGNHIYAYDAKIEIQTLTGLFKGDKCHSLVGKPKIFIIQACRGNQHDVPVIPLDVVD
Target sequence (P55212 194-293 limits assumed): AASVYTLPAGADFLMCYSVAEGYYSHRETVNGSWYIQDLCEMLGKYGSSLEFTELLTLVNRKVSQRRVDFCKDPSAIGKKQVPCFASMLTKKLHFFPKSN
Numbers without * were called inactive; ? = inconclusive; / = no result given; [ ] = remark or other dose.

SMILES	miR122 inh	Cneo AK release	EWS-Fli inh	LGR2 antag	FN deposition inh	PGC1a acetyl inh	PAX8 reporter	CASP6 VEID inh
Cc1cccnc1NC(=O)c1ccco1	3.1	-4.3	-6.8	2.2	-8.9	/	-11.8	-2.6
COc1ccc(C#Cc2ccc([C@H]3[C@@H](CO)N4CCCCN(S(=O)(=O)c5ccccc5)C[C@@H]34)cc2)cc1	5.7[16.7 µM]	0.4	-20.4	-23.3	/	5.6	-58.2	1.2
CCN(CC(=O)Nc1cccc(S(=O)(=O)N(C)c2ccccc2)c1)Cc1cccs1	20.3	-5.6	5.6	19.1	2.0	5.3	-14.5	-4.7
C[C@@H]1CN([C@@H](C)CO)C(=O)c2cc(NS(=O)(=O)c3ccc(F)cc3)ccc2O[C@H]1CN(C)S(=O)(=O)c1ccc(Cl)cc1	-1.4[16.7 µM]	-1.2	-0.6	-42.5	/	4.1	/	-3.8
COc1ccc(Cn2c(=O)oc3ccccc32)cc1	-1.0	1.7	-4.5	2.8	-3.7	22.1	-5.0	0.8
CCOC(=O)[C@@H]1[C@H]2COc3ccccc3[C@H]2N2C(=O)N(c3ccc(Br)cc3)C(=O)[C@]12C	12.2	-1.1	-2.8	-6.6	3.9	-6.4	2.4	3.6
O=C(COC(=O)Cc1c[nH]c2ccccc12)NCCc1ccccc1	-1.8	/	4.5	1.1	-3.2	/	5.9	-0.8
O=C(COC(=O)c1ccc(O)cc1)Nc1ccccc1[N+](=O)[O-]	/	/	8.7	-0.6	10.1	5.3	6.7	0.1
COc1ccc(CNC(=O)C(C)N(Cc2ccco2)C(=O)c2snc(C(N)=O)c2N)cc1 (configuration not stated)	-1.5	2.3	/	-2.8	/	-22.4	/	29.9
COc1cc(CNc2ccc(N3CCCC3)cc2)cc(Cl)c1OC	/	/	-0.3	/	-6.3	/	14.4	-1.0

Another view of some results above.
Results follow in this order: miR122 inh, Cneo AK release, EWS-Fli inh, LGR2 antag, FN deposition inh, PGC1a acetyl inh, PAX8 reporter, CASP6 VEID inh
- COc1ccc(C#Cc2ccc([C@H]3[C@@H](CO)N4CCCCN(S(=O)(=O)c5ccccc5)C[C@@H]34)cc2)cc1
    5.7[16.7 µM], 0.4, -20.4, -23.3, /, 5.6, -58.2, 1.2
- CCN(CC(=O)Nc1cccc(S(=O)(=O)N(C)c2ccccc2)c1)Cc1cccs1
    20.3, -5.6, 5.6, 19.1, 2.0, 5.3, -14.5, -4.7

Continued.
SMILES	miR122 inh	Cneo AK release	EWS-Fli inh	LGR2 antag	FN deposition inh	PGC1a acetyl inh	PAX8 reporter	CASP6 VEID inh
COc1ccc(C(=O)CCC(=O)N2CCN(c3ccc([N+](=O)[O-])cc3)CC2)cc1	/	13.2	1.4	5.7	-9.5	-10.6	6.9	/
Cc1ccc(C(=O)O)cc1NC(=S)NC(=O)c1ccc(COc2ccccc2)cc1	/	8.8	/	14.4	/	/	-13.7	37.6*
COc1cccc(C2CC(c3ccccc3OC)n3ncnc3N2)c1 (configuration not stated)	-4.4	-5.0	2.8	-17.4	8.0	2.5	-0.3	-0.9
C[C@H](NC(=O)C[C@@H]1CC[C@H]2[C@@H](COC[C@H](O)CN2C(=O)Nc2cccc(Cl)c2)O1)c1ccccc1	-0.6[16.7 µM]	-4.6	-8.5	-19.8	-13.3	0.8	-23.6	/
O=C(Nc1cccc(F)c1)N1CC(=O)N2[C@H](CO)[C@H](c3ccc(-c4ccc(F)cc4)cc3)[C@H]2C1	/	/	13.3	2.7	/	-12.2	-1.6	4.8
CC1CCCN(C(=O)Cn2c(=O)oc3ccccc32)C1 (configuration not stated)	-10.5	0.9	/	/	-2.3	-3.5	-7.8	/
CO[C@@H]1CN(C)C(=O)c2ccc(NS(=O)(=O)c3ccccc3)cc2OC[C@H](C)N(Cc2cccnc2)C[C@H]1C	/	-0.8	1.4	7.7	-2.2	14.6	6.6	-0.4
COC(=O)CCC(=O)NC1CC(C)(C)Cc2c1cnn2-c1ccc(F)cc1 (configuration not stated)	3.2	-1.5	-0.8	-2.1	-2.8	4.5	-11.7	-1.0
C[C@@H]1CN([C@H](C)CO)C(=O)c2cc(C#CCc3ccccc3)cnc2O[C@@H]1CN(C)CC1CCOCC1	-3.5[16.7 µM]	16.6	-22.1	6.7	/	-8.9	13.7	0.9
COc1ccc(C#Cc2ccc([C@H]3[C@@H](CO)N4CCCCN(C(=O)Nc5ccc(F)cc5)C[C@H]34)cc2)cc1	-8.9[16.7 µM]	52.8	/	-13.0	/	-56.8	-0.7	1.7
COc1ccc(CN2C(=O)C(CC(=O)NCCc3ccccn3)CC(C(=O)N3CCCCCC3)=C2C)cc1 (configuration not stated)	/	/	-2.2	12.2	0.6	/	-4.3	-1.3
COc1cc([C@@H]2CC=C(C(=O)O)[C@H](c3ccccc3F)N2S(=O)(=O)c2ccc(C)cc2)cc(OC)c1OC	/	-0.7	3.5	20.3	-4.8	/	-20.1	0.6
CC(=O)c1ccc(OCCCC(=O)Nc2ccc(C)c(S(=O)(=O)N3CCOCC3)c2)cc1	7.2	1.0	17.1	1.4	-2.3	/	12.1	3.7
COc1cc(C(=O)N2Cc3cc4ccccc4nc3C2C)cc(OC)c1OC (configuration not stated)	2.0	-1.4	-3.9	6.3	-2.5	-2.7	5.7	2.1
COc1cc(-c2cc(=O)c3c(O)cc(O)cc3o2)cc(OC)c1OC	-2.0	0.3	6.0	19.2	/	-15.0	/	-0.8
C[C@@H]1CCCCO[C@@H](CN(C)C(=O)CCCN(C)C)[C@@H](C)CN([C@H](C)CO)C(=O)c2cc(NS(=O)(=O)c3cn(C)cn3)ccc2O1	10.6[16.7 µM]	-3.0	-1.9	-2.4	/	-6.1	8.1	0.3
Cc1cccc(-n2c(O)c(C=Nc3ccccc3)c3ccccc3c2=O)n1	-7.6	-0.1	-1.4	3.0	0.3	-14.3	12.6	4.1
C[C@@H]1CN([C@@H](C)CO)C(=O)c2cc(-c3cccnc3)cnc2O[C@H]1CN(C)C(=O)Cc1cccnc1	39.3[16.7 µM]	-1.5	-15.5	2.9	-5.9	-3.4	/	2.7
CC(C)NC(=O)c1cccc(C(F)(F)F)c1	-3.6	-4.2	/	/	-6.4	8.8	/	/
COCc1ccc(C(=O)N2CCCC(N(C)CCc3ccccc3)C2)s1 (configuration not stated)	-3.9	4.4	-15.0	-21.7	5.3	-7.6	4.6	3.6
C[C@H]1CN([C@@H](C)CO)C(=O)Cc2cc(NC(=O)CCC(F)(F)F)ccc2O[C@H]1CN(C)S(=O)(=O)c1ccccc1	6.1[16.7 µM]	1.1	2.3	-22.9	/	3.4	13.8	-0.8
Cn1c(NCC2CCCO2)nc2c1c(=O)n(Cc1ccccc1)c(=O)n2C (configuration not stated)	2.0	-1.5	/	0.8	/	3.6	/	/
CCOc1ccc(NC(=O)Nc2ccc(Cc3ccncc3)cc2)cc1	11.5	-0.1	3.5	-2.9	15.7	-37.0	9.9	-2.0
COc1ccc(CNCc2cccc(Cl)c2)cc1	-4.3	0.0	-7.0	-6.7	4.9	-21.3	-19.2	-3.7
CCOc1ccc(-n2cc(-c3ccccc3)c3c(=S)nc[nH]c32)cc1	16.9	4.4	26.6	-1.6	-9.2	/	-8.9	-3.8
CN(CC(=O)Nc1ccc(Cl)cc1)CC(=O)Nc1sc2c(c1C(N)=O)CCC2	-6.6	6.5	31.4	3.5	5.6	0.7	13.7	19.8
O=C(Nc1cccnc1)Nc1cccc(F)c1	-4.8	-1.6	-39.5	5.7	-1.2	/	-18.6	4.0
Cc1c(C(=O)O)oc2ccc(S(=O)(=O)NCc3ccc(F)cc3)cc12	-0.4	/	/	-0.2	6.7	5.8	/	/
COc1ccc(CN2CCN(CC3CC3)CC2CCO)cc1C (configuration not stated)	6.6	-0.4	-4.1	0.4	0.3	3.5	34.2	-0.3
O=c1c2ccccc2nc2n1CCc1c-2[nH]c2ccccc12	2.9	-3.3	-21.5	-64.6	6.9	-3.1	-139.8	/
CO[C@H]1CN(C)C(=O)c2ccc(NC(C)=O)cc2OC[C@@H](C)N(Cc2nccs2)C[C@@H]1C	-4.6[16.7 µM]	2.4	-0.4	1.1	-4.7	2.8	/	0.6
CC(=O)Nc1ccc(NC(=O)C2CC(=O)N(c3ccccc3Cl)C2)cc1 (configuration not stated)	-1.4	-3.0	4.2	10.6	/	7.1	-1.4	3.4
O=C(C[C@@H]1CC[C@@H](NS(=O)(=O)c2ccc(F)cc2)[C@H](CO)O1)N1CCN(c2ccccc2)CC1	/	4.2	0.4	0.8	-12.5	?	1.1	1.1
COC(=O)C[C@H]1C[C@@H]2c3cc(NC(=O)C4CCOCC4)ccc3O[C@@H]2[C@@H](CO)O1	-1.0[16.7 µM]	0.1	-12.1	9.7	-8.6	0.4	4.3	33.2
CCc1ccc(N(CC(=O)NCc2ccc3c(c2)OCO3)C(=O)c2csnn2)cc1	/	-0.1	/	-20.2	-0.9	/	-21.8	/
Cc1noc(C)c1NC(=O)Nc1cccc2c1O[C@H](CN(C)Cc1ccc(-c3ccccc3)cc1)[C@@H](C)CN([C@H](C)CO)C2=O	-7.7[16.7 µM]	-1.4	5.7	-7.0	/	-9.1	62.0*	1.0
O=C(C[C@H]1CC[C@H](NC(=O)NC2CCCCC2)[C@H](CO)O1)NCc1ccc(F)cc1	10.8[16.7 µM]	6.1	-3.2	6.1	-6.6	-4.7	-5.2	-1.5
O=C(c1ccc(F)cc1)c1cccc(C(=O)c2ccc(F)cc2)n1	-6.2	/	3.4	-20.8	/	11.2	-9.9	0.2
COc1ccc(C#Cc2cnc3c(c2)C(=O)N([C@H](C)CO)C[C@H](C)[C@@H](CN(C)CC2CCOCC2)O3)cc1	-6.1[16.7 µM]	0.9	-2.9	-1.1	-11.4	-2.2	1.8	-0.9
COc1ccc(NC2=NCC(Cc3ccc(Br)cc3)S2)cc1 (configuration not stated)	/	/	11.6	-4.4	3.8	/	5.9	-1.8
COc1ccc(/C=N/NC(=O)Cn2cnc3ccccc3c2=O)cc1OC	-3.6	-2.0	/	6.3	2.5	?	11.1	/
CCN(c1ccccc1)S(=O)(=O)c1ccc(NN)nc1	0.7	-1.2	7.3	5.7	-4.3	3.4	-4.7	-3.2
O=C(CSCc1ccc(Cl)cc1)N/N=C/c1ccc(OCC(=O)Nc2ccccc2)cc1	-4.0	2.6	/	-2.1	/	-9.9	/	/
CC=Cc1ccc2n(c1=O)C[C@@H]1[C@@H](CO)[C@H](C(=O)N[C@@H](C)c3ccccc3)N(C(=O)c3cnccn3)[C@H]21 (mixture of isomers)	/	-3.3	2.9	-12.8	/	/	-5.4	-1.5
O=C(Nc1csnn1)OCc1ccccc1	/	/	-66.1	-36.3	/	/	-66.7	2.1
